Efflux pump inh: blocks antifungal efflux pumps in multiplex yeast assay. 330,000 compounds, 0.44% hits. inhibition, % at 10 µM. S. cerevisiae Candida pump triplex, Nile Red efflux;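 active = plate passing quality check with inhibition over a set limit, or well fluorescence over plate mean plus 4 SD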;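 note: Nile Red retained in pooled yeast measured as flow cytometry median fluorescence; 0% = buffer negative control and 100% = Enniatin B positive control; higher means more Nile Red kept so more efflux inhibition; some compounds called inactive have numbers as strong as hits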
CTSL1 counter: blocks F. hepatica cathepsin L1 in PFM18AAP counter-screen; recombinant F. hepatica cathepsin L1, Z-Leu-Arg-MCA fluorescence; inhibition, % at 5.96 µM; 300,000 compounds, 0.49% hits; AID 1906;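 active = inhibition above the mean of all tested compounds plus 3 SD, set per screening campaign, cut at about 17% in these data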;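 note: 0% = plate median of test compound wells and 100% = 1 µM Z-Phe-Ala-diazomethylketone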
proCasp7 act: activates human procaspase-7, counter-screen for procaspase-3 activators | AID 463210 | recombinant procaspase-7, Ac-DEVD-pNA absorbance 405 nm; D23A/D198A/D206A triple mutant, cannot self-cleave; scale: DMSO 0, 5 µM enzyme 100 | P55210 | activation, % at 8.5 µM | 330,000 compounds, 0.093% hits;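 active = percent activation above the screen-wide mean plus 3 SD, cut at about 25% in these data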
Target sequence (P55210 whole entry D23A/D198A/D206A): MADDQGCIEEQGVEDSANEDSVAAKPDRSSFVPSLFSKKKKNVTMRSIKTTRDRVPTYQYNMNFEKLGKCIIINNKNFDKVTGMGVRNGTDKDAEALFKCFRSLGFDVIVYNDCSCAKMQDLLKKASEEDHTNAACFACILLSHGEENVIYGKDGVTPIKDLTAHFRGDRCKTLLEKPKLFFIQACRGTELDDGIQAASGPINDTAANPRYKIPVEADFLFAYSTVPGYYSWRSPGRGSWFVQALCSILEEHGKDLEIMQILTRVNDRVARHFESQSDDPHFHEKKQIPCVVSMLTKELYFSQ
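System: Procaspase-7 triple mutant (PC-7 D3A); measure: % activation from two-timepoint absorbance difference, scaled to controls; times: 1 h compound preincubation, 2 h substrate cleavage, 25 °C; also added: Ac-DEVD-pNA substrate, 400 µM as added; measured by: Epi-absorbance of released pNA at 405 nm, two timepoints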
PP1 inh: counter-screen for PP5 inhibitors: inhibitors of human PP1-alpha; 320,000 compounds, 0.9% hits; inhibition, % at 6.7 µM; purified PP1alpha, OMFP fluorescence;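 active = inhibition above the mean inhibition of all tested compounds plus 3 SD, computed separately for each screening campaign, cut at about 15% in these data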
Target sequence (P62136 whole entry, looked up): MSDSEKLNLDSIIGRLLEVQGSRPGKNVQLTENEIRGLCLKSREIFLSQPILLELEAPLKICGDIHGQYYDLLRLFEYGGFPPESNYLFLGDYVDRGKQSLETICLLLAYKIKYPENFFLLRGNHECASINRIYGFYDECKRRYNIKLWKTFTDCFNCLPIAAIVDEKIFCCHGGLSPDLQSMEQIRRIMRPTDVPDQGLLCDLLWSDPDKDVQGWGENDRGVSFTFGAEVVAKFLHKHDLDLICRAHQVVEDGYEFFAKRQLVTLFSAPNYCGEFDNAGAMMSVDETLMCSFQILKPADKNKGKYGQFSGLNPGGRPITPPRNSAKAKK
proCasp3 act: procaspase-3 (human) activation. recombinant procaspase-3 D3A, Ac-DEVD-pNA absorbance 405 nm. AID 463141. activation, % at 8.5 µM. 330,000 compounds, 0.11% hits;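 active = activation above the mean of all tested compounds plus 3 SD, cut at about 21% in these data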;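 note: 0% = DMSO alone and 100% = DMSO wells spiked with extra 5 µM PC-3 D3A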
Target sequence (P42574 whole entry D9A/D28A/D175A): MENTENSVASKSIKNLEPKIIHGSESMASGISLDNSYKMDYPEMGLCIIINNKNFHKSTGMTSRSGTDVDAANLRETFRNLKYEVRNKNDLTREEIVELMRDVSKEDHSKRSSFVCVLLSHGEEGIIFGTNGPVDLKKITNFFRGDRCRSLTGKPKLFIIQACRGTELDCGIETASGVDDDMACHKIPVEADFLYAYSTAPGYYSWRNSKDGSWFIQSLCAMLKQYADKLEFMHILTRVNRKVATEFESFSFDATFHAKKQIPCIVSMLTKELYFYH
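Evaluation: percent activation relative to control range; Material: Procaspase-3 D3A mutant, all three cleavage aspartates alanine; Compound: single dose, 8.5 µM nominal compound, 0.8% DMSO; Replication: one well per compound; Signal: absorbance at 405 nm, 0 and 120 min; Schedule: 1 h preincubation plus 2 h reaction at 25 °C.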
GASC-1 inh: blocks human GASC-1 demethylase activity | Q9H3R0 | GST-JMJD2C(1-420) H3K9me3 demethylation, DELFIA europium | inhibition, % at 2.35 µM | 330,000 compounds, 0.069% hits | AID 2099;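 active = more than half of a compound's replicate wells show inhibition beyond 50%, single wells judged on their own value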;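 note: signal counts dimethyl H3K9 product captured on neutravidin plate; 0% = median of DMSO wells and 100% = 0.3 times that DMSO median; strong numbers were not always called active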
HCV core dimer: HCV core protein dimerization inhibition | TR-FRET GST/Flag-core106 dimerization, 1536-well | 300,000 compounds, 0.33% hits | inhibition, % at 5 µM;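 active = inhibition above the mean of all tested compounds plus 3 SD, set per screening campaign, cut at about 45% in these data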
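System – GST-tagged and Flag-tagged HCV core protein residues 1-106 · Repeats – one well for each compound · Technique – TR-FRET 671 and 617 nm emission · Doses – one concentration, 5 µM, in 0.5% DMSO · Times – 4 h, 22.5 °C incubation · Also added – Eu donor and XL665 acceptor anti-tag antibodies · Measure – percent inhibition of core106 dimerization signal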
PP5 inh: blocks human protein phosphatase 5 activity; 320,000 compounds, 0.18% hits; P53041; purified PP5c, OMFP substrate fluorescence; inhibition, % at 6.7 µM;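 active = inhibition above the campaign's mean inhibition across all tested compounds plus 3 SD, cut at about 9.5% in these data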;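 note: 0% = DMSO only and 100% = 100 µM cantharidin control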
TPT1 inh: inhibitors of Candida albicans tRNA 2'-phosphotransferase TPT1. 300,000 compounds, 0.81% hits. inhibition, % at 5 µM. recombinant caTPT1, FP RNA substrate dephosphorylation;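 active = inhibition above the mean of all tested compounds plus 3 SD, set per screening campaign, cut at about 24% in these data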;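 note: plate controls were DMSO alone for no effect and ferristatin control at 100 nM for full effect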
Starred values were filed as active, the others as inactive; / = no result given. Not a hit list; any-hit rate near 2.9%.

SMILES | Efflux pump inh | CTSL1 counter | proCasp7 act | PP1 inh | proCasp3 act | GASC-1 inh | HCV core dimer | PP5 inh | TPT1 inh
COc1cccc(C(=O)NCC(=O)N/N=C/c2c(C)[nH]c3ccccc23)c1 | 0.0 | -2 | -16 | 5 | 12 | 20 | -14 | 1.1 | 3
N#C/C(=C\c1ccc(Cl)cc1)c1nc(-c2ccco2)cs1 | -0.2 | -3 | -1 | -2 | 12 | -1 | 1 | 1.9 | 7
CCOc1ccc(N=Nc2c(=O)[nH]n3c(=O)c4c([nH]c23)CCCC4)cc1 | 0.6 | 5 | 7 | 12 | -9 | 8 | -4 | 4.3 | 3
COC(C/C=C/C(=O)[C@H](C)OCc1ccccc1)OC | / | 1 | 1 | -1 | 3 | 3 | 15 | -1.6 | -2
CC1(N(O)C=C2C=CC(=O)C=C2)CCCCC1=O (configuration not stated) | 0.4 | 7 | -11 | -3 | -11 | 7 | 3 | 1.6 | 3
CCC(=O)Oc1c(S(=O)(=O)c2ccc(C)cc2)c(C)nn1C(C)(C)C | 1.0 | -4 | -9 | -5 | -5 | 10 | 16 | 4.1 | 1
CCN(CC)c1ccc(S(=O)(=O)N2CCOCC2)cc1NC(=O)COC(=O)c1ccco1 | 0.0 | 5 | 5 | -8 | 5 | 10 | 0 | 0.6 | -1
CCN(CC(=O)Nc1ccccc1OC)C(=O)c1ccccc1Sc1ccccc1C#N | -0.1 | / | 13 | -5 | 2 | -2 | / | 1.0 | /
Cc1ccc2nc(NC(=O)/C=C/c3ccc4c(c3)OCO4)sc2c1 | -4.2 | -5 | -6 | 1 | -2 | 11 | 8 | 2.3 | -3
CC(C)CNC(=O)C(=O)N/N=C/c1cccs1 | -0.1 | 6 | 0 | 1 | -2 | 2 | -2 | 0.8 | 3
O=C(CCn1c(=O)oc2ccccc21)NCCCN1CCOCC1 | 0.0 | 0 | 9 | -2 | 8 | -6 | -3 | 0.0 | -4
CC1C=CCC2C(=O)N(c3ccc(Cl)cc3O)C(=O)C12 (configuration not stated) | -0.3 | -1 | 5 | -2 | -7 | 7 | -5 | 0.7 | 0
Cc1ccc(N2CC(C(=O)OCC(=O)Nc3ccc(Cl)cc3)CC2=O)cc1 (configuration not stated) | -0.1 | / | 2 | 1 | -2 | / | / | 2.7 | /
NCCCC[C@@H](C(=O)NCCCCCCCCCCC(=O)N1CCNCC1)n1cc(CCCC(=O)O)nn1 | -0.2 | -1 | 2 | 0 | 2 | 3 | 5 | -0.5 | -1
COc1ccc(N(C)C(=O)c2cc3c(Cl)nc4ccccc4c3s2)cc1 | 0.1 | 3 | 10 | 5 | 2 | -10 | 7 | 3.8 | 2
CCc1c(O)nc(SCC(=O)NC(C)(C)C)n(-c2ccccc2)c1=O | 0.0 | -8 | -1 | 0 | 8 | 16 | -7 | -0.3 | -2
O=C(N[C@@H](c1ccccc1)[C@H](O)c1ccccc1)[C@@H]1CCCN1C(=O)OCc1ccccc1 | / | 0 | 7 | 1 | 15 | 4 | 5 | 1.0 | -1
OC(COCC1COc2ccccc2O1)CN1CCN(c2ccc(F)cc2)CC1 (configuration not stated) | 0.0 | 4 | -3 | 0 | 5 | -2 | 4 | 2.0 | -1
O=C(NCc1ccncc1)C(=O)NCC(c1ccco1)N1CCN(c2ccc(F)cc2)CC1 (configuration not stated) | 0.0 | 1 | 11 | -4 | 3 | -1 | -2 | 1.4 | 0
CC(C)(O)C#Cc1ccc([C@@H]2C[C@H]3CN(c4ccccc4)C(=O)[C@]34CCCN24)s1 | 0.2 | 2 | 9 | 1 | 3 | 8 | 10 | 2.0 | 6
O=C(Nc1cccc(-c2cn3ccccc3n2)c1)c1cccc(Cl)c1 | 0.0 | 5 | 5 | 10 | -7 | -14 | 13 | -0.2 | 0
COCCN(C(=O)CSc1ccc2c(c1)OCCO2)c1c(N)n(CC(C)C)c(=O)[nH]c1=O | 0.1 | / | -11 | / | -6 | 9 | / | / | /
COc1ccc(/C=C/C2=NC(=C\N(C)C)/C(=O)O2)cc1 | 0.0 | 6 | -2 | 0 | -6 | -11 | -11 | -1.1 | -5
Cc1c(NC(=O)CSc2nnc(-c3ccncc3)o2)c(=O)n(-c2ccccc2)n1C | -0.4 | 5 | 10 | -1 | 8 | -16 | -2 | 2.0 | -1
Cc1cc(C)n2nc(CNS(=O)(=O)c3ccc(C)c(C)c3)nc2n1 | -0.2 | -2 | 1 | -6 | 1 | -13 | 4 | 1.5 | -2
NC(=O)c1cccc2c1C(=O)N(C1CCCCC1)C2 | 0.0 | -1 | 0 | -2 | 5 | -4 | 3 | 4.1 | -2
Cc1ccnc(NC(=O)C2CCN(S(=O)(=O)c3ccc(Cl)c(C(F)(F)F)c3)CC2)c1 | 0.1 | 0 | 5 | 0 | 12 | 4 | 2 | 1.7 | 3
CC(=O)N1c2ccc(S(=O)(=O)N3CCC(C(=O)NC(C)c4ccccc4)CC3)cc2CC1C (configuration not stated) | 0.0 | 1 | 1 | -1 | 1 | 3 | -4 | 1.5 | 5
COc1ccc(C=O)cc1CSc1nnc(COc2cccc3cccnc23)o1 | 0.2 | -6 | -1 | 0 | -1 | 10 | 7 | 2.5 | -3
Cc1cc(C)n2c(SCC(=O)Nc3cccc(S(N)(=O)=O)c3)nnc2n1 | 0.0 | / | -4 | / | 7 | 8 | / | / | /
Cc1ccc(NC(=O)C2CCN(S(=O)(=O)c3ccc4c(c3)NC(=O)CO4)CC2)cc1C | 0.2 | -3 | -2 | 1 | 2 | 21 | 4 | 1.7 | -1
COc1ccccc1CN1CC(C(=O)NCc2cc(C(C)C)no2)CCC1=O (configuration not stated) | -0.3 | 2 | 2 | -3 | 0 | -6 | 2 | 0.5 | -4
CC(C)c1nc(CN2CCCCC2)cc(=O)[nH]1 | 0.0 | -1 | 3 | -5 | 8 | -6 | -3 | 4.1 | 4
COc1cccc2cc(-c3cc(=O)oc4ccc(OCC(C)=O)cc34)oc12 | 0.2 | 8 | -12 | 1 | -12 | 3 | 6 | 2.3 | 1
Cc1ccc(NC(=O)CSCc2cc(=O)n3cc(C)sc3n2)cc1 | 0.3 | 0 | 5 | -1 | 6 | / | -13 | 1.3 | -2
O=[N+]([O-])c1cccc(-c2c[n+]3c(n2-c2ccccc2)SCC3)c1 | 0.0 | 0 | -1 | 2 | 5 | / | -3 | 3.2 | 0
COc1ccc(OC)c(S(=O)(=O)N2CCC(C(=O)NCCc3ccccc3)CC2)c1 | -0.1 | -1 | -2 | 0 | 1 | 0 | -1 | 0.0 | -4
CCCCC(=O)Nc1ccc(NC(=O)c2ccc([N+](=O)[O-])cc2Cl)cc1OC | -0.4 | 0 | 8 | -3 | 10 | 1 | 1 | -1.1 | -1
COc1cccc(C2CC(c3c(F)cccc3Cl)n3nc(N)nc3N2)c1 (configuration not stated) | 0.0 | 3 | 7 | 0 | -12 | / | 0 | 1.4 | -7
COc1ccc(N(CC(=O)N/N=C/c2ccc(OC)c(OC)c2)S(=O)(=O)c2ccccc2)cc1 | 0.2 | 1 | -3 | 1 | 6 | 2 | 9 | 4.0 | -1
CC(C)(C)NC(=O)C(c1ccc(F)cc1)N(Cc1ccco1)C(=O)CCC(=O)Nc1ccccn1 (configuration not stated) | 0.0 | 0 | 13 | 0 | 3 | 5 | 9 | 0.9 | -2
Cc1onc(-c2ccccc2Cl)c1C(=O)Nc1ccccc1O | -0.1 | 9 | 10 | 6 | -1 | -5 | -11 | 3.4 | -2
O=C(CN(C1CCCCC1)S(=O)(=O)c1ccc(Cl)cc1)NCc1ccncc1 | 0.1 | 1 | 8 | -2 | -12 | 2 | 0 | 1.0 | 0
COc1ccc(C(=O)OCC(=O)Nc2ccc(F)c(F)c2F)cc1OC | -0.1 | -5 | 2 | 0 | 1 | 0 | -6 | 1.6 | -5
COc1cccc2cc(C(N)=O)/c(=N/NC(=O)COc3ccc(Cl)cc3)oc12 | -1.5 | 1 | 0 | -1 | 8 | 3 | -3 | -2.0 | -1
COc1ccc([C@H]2CC(=O)C=C(c3ccccc3Oc3ccccc3)C2)cc1 | -0.1 | / | -3 | 4 | -4 | 7 | / | 1.3 | /
Fc1ccc(/C=C2\CCCC3=C2Nc2ncnn2C3c2ccc(F)cc2)cc1 (configuration not stated) | -0.1 | -1 | 2 | 10 | 2 | -20 | 7 | 4.2 | -2
COc1ccc2oc(=O)c(-c3nnc(NCc4ccco4)s3)cc2c1 | 0.2 | 3 | -7 | 12 | -9 | -6 | 15 | 1.5 | 2
COc1ccc(/C=C/C(=O)OCC(=O)NCC2CCCO2)cc1 (configuration not stated) | -0.2 | -2 | -8 | 1 | -2 | -3 | -10 | 2.7 | -4
Cc1cc2ccccc2n1CCNC(=O)COc1ccc2ccccc2c1 | 0.1 | 1 | -3 | 1 | 5 | 4 | -6 | 2.1 | 0
O=C(c1ccccc1)N1CCN(c2ccccc2F)CC1 | -0.2 | -1 | 8 | 4 | 3 | -2 | -5 | 1.1 | 1
O=C1c2cccc3cccc(c23)C(=O)N1c1nccs1 | -0.2 | -1 | 6 | -1 | 3 | -1 | -6 | 3.2 | 1
CN1CCC(=O)N([C@H](CN=[N+]=[N-])c2ccccc2)CC1 | 0.5 | -4 | 2 | -2 | -3 | -5 | -6 | -6.4 | -4
Cc1ccccc1OCC1Cn2c(nc3c2c(=O)n(C)c(=O)n3C)O1 (configuration not stated) | 0.0 | 2 | 7 | -4 | -6 | -2 | -5 | 3.2 | 2
Cc1cccc(CNS(=O)(=O)c2ccc(-c3cnc(C4CC4)o3)cc2)c1 | 0.1 | 0 | -4 | 2 | 5 | 5 | -6 | 5.5 | -1
O=C(OCc1cccc([N+](=O)[O-])c1)c1cccnc1 | 0.3 | 3 | 2 | -4 | 9 | -10 | -11 | -2.2 | 0
O=C(c1cccc(Cl)c1)N1CCC(=O)N(C(COCc2ccccc2)Cc2ccccc2)CC1 (configuration not stated) | / | 1 | -6 | 1 | 8 | 5 | 11 | 1.4 | -1

High-throughput results (PubChem)
